AT treatment: candidate therapy for ataxia-telangiectasia | Potency, µM (series often up to 57.5 µM), inactives show top-dose activation, hits mostly activators | […] A-T fibroblasts, KAP-1 phosphorylation AlphaLISA; neocarzinostatin DNA damage 30 min before lysis | AID 485349 | 320,000 tested, 0.19% active; also: potency is read from the fitted curve at half-maximal effect; % of control where 0% means no effect; nearly all actives have a fitted effect of over 45% in size
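ATM-like activity read as KAP-1 phosphorylation via AlphaLISA donor/acceptor antibody pairs after lysis and 6 hr at 25C. Cells were ATM-null patient fibroblasts ([…], hTERT), dosed 60 min, then exposed to the DSB inducer NCS for 30 min.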
a7 integrin act: activates integrin-mediated alleviation for muscular dystrophy; Potency, µM (doses to about 38.3 µM), inactives show at the highest dose activation, actives largely listed as activators; 350,000 tested, 0.064% active; alpha7betagal myoblasts, beta-gal FDG fluorescence, 48 h; AID 624291;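 also: potency is read from the fitted curve at half-maximal effect; 100% = response of the positive control SU9516; nearly all actives have a fitted effect of over 60% in size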
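Alpha7betagal+/- myoblasts (passage 13) were plated 16-24 hr, then exposed to compounds (1:260 dilution of DMSO stock) for 48 hours at 37C. After MPER lysis, β-galactosidase reporter activity was read as FDG fluorescence (ex 480/em 540) after 30 minutes.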
B2AR arrestin: agonists driving beta-arrestin recruitment to human beta2-adrenergic receptor; beta-arrestin recruitment to beta2AR, cell-based reporter; Potency, µM (titrated, usually from 46.1 µM), for inactives: top-dose activation, actives largely listed as activators; 330,000 tested, 0.02% active; AID 492947;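 also: potency is read from the fitted curve at half-maximal effect; 0% = DMSO controls and full agonism = EC100 isoproterenol or metaproterenol; nearly all actives have a fitted effect of over 65% in size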
Target sequence (P07550 whole entry, looked up): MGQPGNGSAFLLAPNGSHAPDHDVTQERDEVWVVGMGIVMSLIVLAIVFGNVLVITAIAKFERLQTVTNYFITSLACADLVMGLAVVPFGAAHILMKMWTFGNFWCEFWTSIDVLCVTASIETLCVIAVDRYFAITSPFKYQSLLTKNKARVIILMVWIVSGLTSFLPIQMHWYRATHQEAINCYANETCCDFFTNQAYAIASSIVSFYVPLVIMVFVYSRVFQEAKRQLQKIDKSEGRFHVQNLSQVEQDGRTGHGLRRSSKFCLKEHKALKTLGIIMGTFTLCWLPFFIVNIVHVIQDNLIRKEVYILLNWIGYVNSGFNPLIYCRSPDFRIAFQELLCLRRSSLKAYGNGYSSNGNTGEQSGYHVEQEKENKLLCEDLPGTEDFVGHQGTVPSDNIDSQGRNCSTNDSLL
CXXC DNA block: MLL CXXC-DNA interaction inhibition. MLL-CXXC / FITC-HOXA9 DNA fluorescence polarization. Potency, µM (titrated, usually from 115 µM), without a hit: top-dose activity change, negative = inhibition, usual class: inhibitors. 290,000 tested, 0.037% active; active = well fitted inhibition curve with a large enough effect in the polarisation, with a control signal flat, not every such curve was filed as active; inconclusive = small, poorly fitted or top-dose-only effect, or effect the other way, or a change in a side signal; inactive = no such curve, though single readings can be large or run the other way; the % refers to the polarisation; also: potency is read from the fitted curve at half-maximal effect
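Purified MLL-CXXC (added from a 7 uM solution) was preincubated 5 min at ambient with pinned compounds in 50 mM Tris-HCl pH 7.5, 50 mM NaCl, 1 mM DTT, 0.05% BSA. Fluorescein-labeled HOX-A9 DNA (50 nM solution) followed, 30 min, then polarization read.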
TRPV1 agonist: activates the human vanilloid receptor TRPV1 | TRPV1-expressing cells, Fluo-8 calcium influx, agonist mode | Q8NER1 | activation, % at 8.33 µM | 320,000 tested, 0.19% active; in the data active = activation above about 80%; inconclusive = between about 30% and that limit; also: 0% is about no effect
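Cells expressing TRPV1 were dye-loaded with Fluo-8 and read kinetically: 10 s baseline, 3 min after compound (agonist portion), then 2 min after EC20 capsaicin (allosteric enhancer portion). Calcium-bound dye fluorescence at 480/520 nm.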
BRCA1 expr act: increases BRCA1 expression; MCF7-BRCA1-FFLuc reporter, luminescence, 48 h; response scale: scaled: vehicle 0%, 10 µM genistein 100%; Potency, µM (highest dose often 46.1 µM), inactives show at the top dose activation, actives largely listed as activators; 380,000 tested, 1.1% active; AID 624202; also: potency is read from the fitted curve at half-maximal effect; nearly all actives have a fitted effect of over 80% in size; some results filed as inactive show a strong effect at the top dose
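Compounds are tested at multiple concentrations on MCF7 BRCA1-luciferase reporter cells seeded at 2000 per well; after 48 h, a single luminescence end-point is taken and curves fitted to the normalized data.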
PTAP TSG101 blk: blocks PTAP/TSG101 interaction to inhibit HIV-1 budding. Q99816. Fluorescence polarization, FITC-PTAP peptide / Tsg101 binding. 340,000 tested, under 10 active. AID 493005. Potency, µM (series often up to 115 µM), for inactives: at the top dose activity change, negative = inhibition, most hits filed as inhibitors; active = well fitted inhibition curve with a large enough effect in the main read-out, with a control signal flat, not every such curve was filed as active; inconclusive = small, poorly fitted or top-dose-only effect, or effect the other way, or a change in a side signal; inactive = no such curve, though single readings can be large or run the other way; also: potency is read from the fitted curve at half-maximal effect; % of control where 0% means no effect
Target sequence (Q99816 whole entry, looked up): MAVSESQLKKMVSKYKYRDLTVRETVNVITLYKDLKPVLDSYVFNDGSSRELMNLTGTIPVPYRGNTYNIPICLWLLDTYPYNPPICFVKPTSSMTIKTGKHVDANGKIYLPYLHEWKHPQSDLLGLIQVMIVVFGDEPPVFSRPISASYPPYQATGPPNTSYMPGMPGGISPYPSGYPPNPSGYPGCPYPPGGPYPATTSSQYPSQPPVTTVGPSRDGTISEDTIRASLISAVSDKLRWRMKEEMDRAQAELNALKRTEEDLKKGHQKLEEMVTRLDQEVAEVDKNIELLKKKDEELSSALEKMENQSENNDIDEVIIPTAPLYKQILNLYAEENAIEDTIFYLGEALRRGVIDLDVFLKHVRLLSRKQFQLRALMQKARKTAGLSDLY
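FP read-out: FITC-PTAP peptide, 50 nM final, binding Tsg101 binding domain, 10 uM final; 20 min, r.t.; 10 mM HEPES pH 7.5, 0.15 M NaCl, 0.01% Tween 20, 3 mM EDTA, 0.1 mM TCEP.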
TCR act: activates T cell receptor signaling; 330,000 tested, under 10 active; Potency, µM (top dose mostly 9.22 µM), without a hit: top-dose activation of IL-2 secretion, actives largely listed as activators; primary human leukocytes, anti-CD3, IL-2 HTRF, 48 h; AID 504894; also: % of control where 0% means no effect
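Primary human leukocytes incubated 48 hr with anti-CD3 beads plus compound, without co-stimulation. Secreted IL-2 measured by HTRF (europium cryptate/d2 anti-IL-2 pair, 320 nm excitation, 665 nm emission).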
ELG1 repair inh: ELG1-dependent DNA repair inhibition | HEK293T ELG1-luciferase reporter, luminescence, 16 h; DNA damage induced by 5-fluorouridine | Potency, µM (titrated, usually from 46.1 µM), for inactives: top-dose activity change, negative = inhibition, actives largely listed as inhibitors | 330,000 tested, 2.3% active | AID 504467; also: potency is read from the fitted curve at half-maximal effect; % is scaled to controls: 0 for no effect and ±100 for the full control effect; nearly all actives have a fitted effect of over 55% in size
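Step one: seed 2,000 cells per well. Step two: pin-transfer compound or DMSO alongside 5-fluorouridine. Step three: incubate 16 hr, 37 °C, 5% CO2. Step four: add ONE-Glo, wait 30 min, read luminescence.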
p53 reactivator: mutant p53 re-activation in reporter cells; H1299 p53-A138V BP100-luciferase reporter, luminescence, 24 h; Potency, µM (titrated, usually from 92.2 µM), for inactives: at the highest dose activity change, positive = activation, hits mostly activators; 320,000 tested, 0.063% active; AID 504706; also: potency is read from the fitted curve at half-maximal effect; % of control where 0% means no effect; nearly all actives have a fitted effect of over 45% in size
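H1299 (p53-null), stable ts p53-A138V + BP100-Luc; 1000 cells/well, Opti-MEM/10% FBS; cpd 4 pt, 1:5; 24 h, 37 deg C, 5% CO2; detection reagent 10 min RT; luminescence.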
An asterisk follows results filed as active; ? = inconclusive; . = not tested or not shown; [ ] = another dose, or the depositor's remark. Unless noted, calls follow the shape of the dose curve; as a rule, active = well fitted curve in the direction sought with a large enough effect; inconclusive = small, poorly fitted or top-dose-only effect, or another doubt; inactive = no such curve, though single readings can be large; an effect the other way counts as inactive or inconclusive.

SMILES	AT treatment	a7 integrin act	B2AR arrestin	CXXC DNA block	TRPV1 agonist	BRCA1 expr act	PTAP TSG101 blk	TCR act	ELG1 repair inh	p53 reactivator
C#CCOCCOCCOCCNc1nc(N2CCN(C(=O)[C@H]([C@@H](C)CC)n3cc(CCCN=C(N)N)nn3)CC2)nc(N2CCN(C(=O)[C@H](CCCCN)n3cc(CCCC)nn3)CC2)n1	-13.7%	-8.3%	-0.1%	38.0%[activator]	-2.0	-0.2%	1.7%	9.7%	?	-9.2%
CC(=O)NC(Cc1ccccc1)C(=O)NC1CCN(C(=O)NC2CCCCC2)CC1 (centres undefined)	-8.9%	-1.3%[7.66 µM]	0.4%	-0.3%	2.3	-1.4%	-2.5%	.	7.0%	-2.5%
CCCC(c1nnnn1Cc1ccccc1)N1CCC(C(N)=O)CC1 (centres undefined)	-20.5%	-10.3%	0.2%	13.1%	4.0	-18.3%	-2.7%	-1.3%	0.3%	-5.5%
CC1CCC(NC(=O)CCn2ccc3cc(S(=O)(=O)N4CCCC4)ccc32)CC1 (centres undefined)	-2.0%	?	-0.5%	4.1%	16.0	4.8%	3.4%	-5.5%	-4.4%	8.8%
CC(C)OCCCNc1ncnc2c1nc1n2CCCC1	-1.0%	?	0.7%	1.6%	-4.7	20.3%	-0.1%	-2.3%	?	5.0%
Cc1ccccc1NC(=O)N(CCc1nc2ccccc2[nH]1)Cc1ccccc1	.	-24.5%	0.1%	-0.9%	21.9	-22.4%	-0.3%	0.6%[46.1 µM]	?	-2.6%
O=C(N[C@@H](Cc1ccc(O)cc1)C(=O)O)c1ccc(C(F)(F)F)cc1	-10.6%	15.8%	-0.2%	-12.2%	3.1	0.0%	1.7%	-0.5%	?	1.4%
O=S1(=O)CCN2N=C(C3CC3)SC2=N1	-9.9%	7.3%	0.0%	11.0%	1.0	0.0%	0.1%	15.8%	6.3%	3.3%
COc1ccc(CC(=O)NCCN2CCCC2)cc1	-3.7%	8.5%	-0.5%	-1.7%	-0.5	13.4%	-2.6%	-60.7%	1.3%	-0.7%
Cn1cccc1C(=O)OCC(=O)NC(=O)c1ccc(Cl)cc1	12.5%	19.0%	-0.2%	.	.	-9.0%	1.2%	14.1%[46.1 µM]	2.6%	-6.0%
COc1ccc(NC(=O)CN(C)C(=O)COc2ccccc2Cc2ccccc2)cc1	5.2%	-9.1%	-0.2%	.	?	-21.7%	-6.2%	3.4%	?	5.3%
CC1(C)CC(=O)C2=C(C1)OC(N)=C(C#N)[C@@]21C(=O)N(CC(N)=O)c2ccccc21	8.1%	13.1%	-0.8%	-2.2%	-0.7	-11.5%	-2.4%	-6.4%	-4.4%	0.6%
CCn1c(SCC(=O)NC2CCCC2)nnc1-c1ccco1	3.7%	-21.1%	0.0%	-1.1%	0.1	-1.0%	1.6%	-3.4%	0.0%	-1.0%
Cc1ccc(Oc2cc(-n3nc(C)cc3C)ncn2)cc1	14.2%	-3.4%[7.66 µM]	0.0%	-1.4%	1.0	87.4%	0.2%	1.9%[46.1 µM]	?	27.0%
CN(CC1CCOCC1)C(=O)CC1C(=O)NCCN1Cc1ccc(F)c(F)c1 (centres undefined)	1.0%	-16.4%	-0.3%	-4.5%	-0.8	-9.6%	-4.9%	4.2%	6.6%	-1.1%
Cc1cccc(NS(=O)(=O)c2cc3c4c(c2)CCN4C(=O)CC3)c1C	14.1%	4.3%	-0.7%	.	-2.0	-4.9%	-7.0%	4.8%	10.2%	-8.0%
Cc1ccc(CNC(=O)c2ccc3c(=O)c(O)c(-c4ccc(C)cc4)[nH]c3c2)cc1	12.9%	-8.1%	-1.1%	13.3%	5.1	-2.1%	0.3%	8.4%	-29.5%	5.6%
Cn1c(N)c(C(=O)c2ccc(Cl)c(S(=O)(=O)N3CCCCCC3)c2)c(=O)n(C)c1=O	10.1%	11.7%	-0.1%	.	.	-33.2%	-5.3%	2.2%	?	-5.5%
O=C(C=Cc1ccccn1)c1ccccc1O	.	-30.2%	.	.	.	-42.9%	-6.6%	-7.6%	.	.
CCC(=O)OCC(=O)Nc1ncc(C(F)(F)F)cc1Cl	9.4%	2.5%	-0.5%	-8.7%	-0.1	-14.3%	0.2%	-2.9%	?	-1.1%
CC(=O)C1C(c2ccc(OC(F)F)cc2)NC(=O)NC1(O)C(F)(F)F (centres undefined)	12.1%	5.5%	-0.2%	7.4%	2.1	-24.1%	0.2%	-2.8%	5.7%	-2.0%
CCCCc1c(C)c(C#N)c2nc3ccccc3n2c1Cl	-0.9%	.	-1.8%	35.1%[activator]	-1.8	.	.	-3.4%[46.1 µM]	8.4%	?
CCN(CC)C(=O)CSC1=C(C#N)C(c2cccs2)C=C(C)N1 (centres undefined)	5.2%	1.7%	0.2%	2.3%	21.7	-23.9%	-4.1%	-0.1%	-12.5%	-1.7%
O=c1ccnc(Sc2ncccc2[N+](=O)[O-])[nH]1	-5.2%	-3.3%	-0.6%	-12.8%	0.5	14.9%	0.7%	7.7%[46.1 µM]	-12.2%	12.5%
CN(C(=O)c1ccc(C#N)cc1)c1nnc(-c2ccccn2)s1	1.3%	-28.8%	0.3%	-2.4%	-3.4	17.1%	0.1%	0.8%[46.1 µM]	?	-2.2%
O=C(CCNC(=O)c1ccc([N+](=O)[O-])cc1)NCCC1=CCCCC1	-0.4%	-13.9%	0.2%	.	0.9	-13.3%	-4.1%	-2.8%	0.0%	9.2%
O=C(/C=C/c1cccc(F)c1)OCC(=O)N1CCCc2ccccc21	1.5%	-41.2%	-0.4%	.	-6.1	-7.5%	-2.7%	8.2%	9.6%	-2.4%
COc1ccc(C2CC(=O)c3cnc(NC(=O)c4ccccc4)nc3C2)c(OC)c1 (centres undefined)	13.4%	3.8%	0.1%	-0.4%	?	-56.0%	-9.1%	7.7%	?	-0.6%
Cc1cccc(C(=O)c2c(N)sc3c2CCCC3)c1	-1.4%	-19.2%	-0.6%	-1.5%	2.8	-10.4%	1.5%	0.5%[46.1 µM]	7.4%	15.8%
N#Cc1c(-c2ccccc2)nc(-c2ccccc2)[nH]c1=O	-4.4%	15.4%	0.4%	3.2%	-1.4	-32.0%	-4.3%	-52.4%	-11.2%	8.4%
CCCCCCN=CC1=C(O)C(C(=O)OC)C(C)(C)CC1=O (centres undefined)	.	10.6%	0.0%	-21.1%	1.9	-4.5%	-9.3%	4.3%	21.8%	-1.6%
Cc1onc(-c2ccccc2Cl)c1C(=O)NCc1nnnn1-c1ccc(F)cc1	11.6%	0.0%	0.0%	.	6.5	-15.6%	-1.5%	-2.4%	-17.1%	-0.4%
O=C(NCCC1=CCCCC1)C(=O)NCc1ccccc1Cl	-2.5%	8.3%	0.1%	4.2%	0.0	4.4%	-4.6%	5.1%	10.7%	?
Cc1ccc(-c2nc3cc(NC(=O)C(C)C)ccc3o2)cc1C	.	-2.1%[7.66 µM]	-0.5%	2.3%	3.1	?	-1.3%	-7.6%[46.1 µM]	?	53.2%
COc1cccc(NC(=O)CSc2ccc(-c3sc(C)nc3C)nn2)c1	-0.2%	1.5%	-0.1%	3.7%	6.7	-11.9%	6.7%	-27.3%	20.6µM*	-4.3%
CC(Oc1cc2oc(=O)c3c(c2cc1Cl)CCC3)C(=O)N1C[C@H]2C[C@@H](C1)c1cccc(=O)n1C2 (some centres undefined)	-5.5%	-32.6%	-0.2%	-0.8%	2.2	4.5%	1.1%	-3.8%	4.9%	.
O=C(COc1ccccc1F)N1N=C(c2cccs2)CC1c1ccco1 (centres undefined)	5.0%	-16.4%	-1.0%	.	0.2	-19.6%	-1.8%	-4.0%	1.3%	-3.2%
S=c1[nH]nc(Cc2n[nH]c(=S)n2-c2ccccc2)n1-c1ccccc1	-5.4%	3.8%	0.4%	12.4%	-0.9	-0.4%	-3.1%	16.3%	-0.8%	-0.2%
COc1cccc(-c2cc(C(F)(F)F)nc(-n3cc(Cl)cn3)n2)c1	-8.3%	19.5%	-1.2%	-4.8%	-6.2	-19.8%	-4.3%	4.7%	?	-2.5%
CN1CCN(CCC(=O)Nc2ccccc2)CC1	-0.6%	35.2%	-0.3%	-6.2%	-4.4	3.1%	14.0%	2.4%	0.5%	-1.5%
Cc1ccc(/C=C/S(=O)(=O)NCC(=O)OCC(=O)Nc2ccc(C(N)=O)cc2)cc1	-0.9%	2.5%	-0.2%	.	-1.3	2.2%	1.7%	-2.1%	5.1%	3.9%
COc1ccc(-c2cc(-c3ccc(O)cc3)nc(N)c2C#N)cc1	10.4%	11.9%	-0.3%	4.4%	17.0	-39.0%	-2.5%	1.7%	7.8%	.

Screening data as filed in PubChem BioAssay.

Hits appear at their usual frequency, and some 3.8% of all compounds hit somewhere here.
